Shn3 inh set2 = Schnurri-3 reporter inhibition in Clone20 osteoblasts. Clone20 osteoblast Shn3 3'UTR firefly luciferase, 24 h. 0.52% of 360,000 active. inhibition, % at 12.5 µM;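 active = mean inhibition of at least 75% with every replicate also reaching 75%; inconclusive = mean inhibition at least 75% but some replicate below; inactive = mean inhibition below 75%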;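 also: 0% = median of neutral control wells and 100% = pilot-screen positive control compound; some compounds past the cut are filed as inactive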
KKLEB tox = CF airway cell cytotoxicity counter-screen; KKLEB CF airway cells viability, ATPlite luminescence, overnight; hits give low values; cells stimulated with P. aeruginosa culture filtrate; AID 602141; activity change (cytotoxicity), % at 5 µM; 0.36% of 360,000 active;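 active = corrected activity change at or below -50% at 5 µM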
TWEAK-Fn14 inh = inhibitors of TWEAK-Fn14 interaction signaling; TWEAK-stimulated Fn14 reporter cells, luciferase luminescence, 8 h; inhibition, % at 10 µM; 2% of 360,000 active; AID 1159606; in the data active = inhibition above about 50%
Peg3 promoter = Peg3 promoter activity inhibition; HeLa PEG-Prom luciferase reporter, luminescence, overnight; inhibition, % at 20 µM; 1.7% of 360,000 active; AID 588405;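 active = inhibition of at least 50% at 20 µM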
NR2E3 ag-1 = NR2E3 (human) agonism. Q9Y5X4. GST-NR2E3/biotin-RetCOR TR-FRET, 1536-well. inhibition of corepressor binding, % at 4.78 µM. 0.12% of 320,000 active. AID 2300;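 active = percent inhibition above the cutoff of mean plus 3 SD of all tested compounds, set per screening campaign, cut at about 20% in these data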;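 also: 0% = DMSO wells and 100% = biotin wells as full block of FRET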
Target sequence (Q9Y5X4 whole entry, looked up): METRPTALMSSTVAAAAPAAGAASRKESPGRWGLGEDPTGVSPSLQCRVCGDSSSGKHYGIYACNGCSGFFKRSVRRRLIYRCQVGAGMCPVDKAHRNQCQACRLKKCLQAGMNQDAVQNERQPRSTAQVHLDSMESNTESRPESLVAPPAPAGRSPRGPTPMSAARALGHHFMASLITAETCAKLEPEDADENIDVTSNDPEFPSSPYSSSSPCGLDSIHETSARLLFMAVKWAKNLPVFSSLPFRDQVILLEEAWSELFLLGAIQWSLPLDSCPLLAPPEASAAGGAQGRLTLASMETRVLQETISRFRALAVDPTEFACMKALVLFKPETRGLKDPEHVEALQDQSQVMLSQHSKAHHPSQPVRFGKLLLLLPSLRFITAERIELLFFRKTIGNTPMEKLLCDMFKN
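Assay system: NR2E3–RetCOR corepressor complex. Quantity: 1.35 nM GST-NR2E3. Buffer or medium: pH 7.5 Tris-based buffer. Reagent: biotinylated RetCOR corepressor at 7 nM final. Schedule: 5 h at 4 °C. Detection: TR-FRET, emission read at 617 and 671 nm. Replicates: one well per compound, singlicate testing.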
TROY NFkB inh = TROY signaling inhibition. Q293 LMP1-TROYcd NF-kB luciferase reporter, 4 h. inhibition, % at 10 µM. 0.98% of 360,000 active;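 active = compounds whose plate-normalised and pattern-corrected inhibition of the luciferase reporter signal at the single screening dose is 50% or more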
HIF-2a inh = inhibitors of HIF-2a; inhibition, % at 18.8 µM; 0.72% of 360,000 active; 786-0 RCC cells HIF-2a reporter, luciferase luminescence, overnight;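 active = inhibition of the luminescence signal of 40% or more relative to plate controls, in a single-dose primary screen at 18.75 µM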
NR2E3 ag-2 = human photoreceptor-specific nuclear receptor agonism. inhibition of corepressor binding, % at 3.98 µM. 0.35% of 360,000 active. CHO-S Gal4-NCOR/VP16-NR2E3 two-hybrid, luciferase. AID 602229. Q9Y5X4;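 active = inhibition above the mean of all tested compounds plus 3 SD, cut at about 70% in these data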;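 also: 0% = DMSO with NR2E3 transfected cells and 100% = cells lacking NR2E3 construct; higher means lower luciferase signal from less NR2E3 corepressor binding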
CF NFkB block = cystic fibrosis NF-kB activation inhibition; KKLEB NF-kB-GFP reporter, PAF-induced, GFP fluorescence overnight; inhibition, % at 5 µM; 0.86% of 360,000 active; AID 588850;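 active = at least 50% inhibition at 5 µM, scaled per plate between neutral and stimulator controls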;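 also: PAF is a Pseudomonas aeruginosa culture filtrate used as stimulus; plate controls were PAF-stimulated DMSO wells for no effect and unstimulated DMSO wells for full effect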
TRPM1 prom inh = inhibitors of MITF-driven TRPM1 promoter in melanoma cells. inhibition, % at 12.5 µM. SK-MEL-5 TRPM1 promoter luciferase, 24 h. 0.83% of 330,000 active. AID 488899;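 active = mean inhibition across replicates of 60% or more, whatever share of single replicates reaches that level; inconclusive = some that reach 60%, reason not given; inactive = mean inhibition across replicates below 60%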; also: values of inactives mirror those of a sister screen read the other way
C8 TRAIL sens = caspase-8 TRAIL sensitization; NB7+C8 cells + TRAIL, ATPlite viability luminescence; inhibition (viability loss, TRAIL sensitization), % at 10 µM; 1% of 360,000 active;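 active = compounds causing at least 50% loss of cell viability in the single-dose screen, relative to plate controls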
* = called active by the depositor; ? = inconclusive; . = no result given; & = joins results of further samples; ! = not active in a repeat.

SMILES	Shn3 inh set2	KKLEB tox	TWEAK-Fn14 inh	Peg3 promoter	NR2E3 ag-1	TROY NFkB inh	HIF-2a inh	NR2E3 ag-2	CF NFkB block	TRPM1 prom inh	C8 TRAIL sens
O=C(COC(=O)c1ccc(Br)o1)Nc1ccc(N2CCOCC2)cc1	-7	4	0	-4	4	-5	-6	-40	-22	0	7
COc1cccc(/C=N/NC(=O)c2nc(-c3ccccc3)cc(-c3ccccc3)n2)c1O	?	-9	51*	48	-2	8	6	18	-4	14	49
COc1ccc(C(=O)NNC2=NCCCCC2)cc1	4	1	-17	-10	2	21	-7	4	-3	2	-3
O=C(NCCN1CCN(C(=O)c2ccc(Br)cc2)CC1)c1ccc(Br)cc1	26	-4	-17	4	2	-17	10	-19	-22	6	2
C=C1CCN([C@@H](CC(C)C)C(=O)NCc2ccc(Cl)cc2)S(=O)(=O)c2ccccc21	10	-16	11	7	3	6	18	8	17	3	11
CC(Sc1nc2c(c(=O)n(C)c(=O)n2C)n1Cc1cc2c(cc1Cl)OCO2)C(=O)O (configuration not stated)	-20	-15	6	4	7	16	5	-6	9	9	6
CCOc1ccc(OCc2cccc(C(=O)Nc3ccc(CN4CCCCC4)cc3)c2)cc1	18	-18	-86	50*	0	-47	-9	-122	28	26	46
CCOC(=O)CN1CC23C=CC(O2)C(C(=O)NCc2ccc(C)cc2)C3C1=O (configuration not stated)	-8	2	3	7	2	6	-7	-20	-5	.	-15
COC(=O)[C@]12CCCCC=C1N(Cc1ccc(Cl)cc1Cl)C(=O)[C@H](CC(=O)NCCC(C)C)C2	.	.	11	.	.	10	-5	-34	.	.	18
CCOc1ccc2[nH]c3c(NCCO)ncnc3c2c1	-76	-2	-11	-39	.	-21	-122	-6	21	-13	9
CN(C)C=Nc1ncc2c3ccccc3n(Cc3ccccc3)c2c1C#N	5	-19	-3	-9	-2	-9	21	-44	18	6	-3
O=C(NNC(=O)c1ccc2ccccc2n1)c1ccc(O)cc1	11	-7	-5	-19	6	4	-15	-9	16	-16	14
CSc1cccc(NC(=S)N2CCCN(Cc3ccc(F)cc3)C2)c1	22	-8	5	37	2	-1	-1	-18	-13	-3	-1
Cc1sc(NC(=O)c2ccccc2F)c(CN2CCCCC2C)c1C (configuration not stated)	-40	-9	-26	-134	-3	-72	-173	-75	21	-8	-6
COCCCn1c(Cc2csc(Nc3ccccc3)n2)nnc1SCC(N)=O	-1	-21	2	9	0	13	15	-1	28	-6	-13
COc1ccc(NC(C)=[N+](C)CCNS(=O)(=O)c2ccc(Cl)cc2)cc1	7	8	-3	-7	2	-21	11	-11	-8	-5	5
COc1ccc(S(=O)(=O)N2CCCCCC2)cc1NC(=O)CN1C(=O)NC(C)(c2ccccc2)C1=O (configuration not stated)	13	6	17	17	-4	-11	14	-27	-3	6	4
COc1ccc(NC(=O)CSc2nc3ccccc3n2-c2ccccc2)c([N+](=O)[O-])c1	29	-3	-6	23	6	9	19	-16	-13	11	2
CCc1c(C)nc(SCC(=O)Nc2c(C)n(C)n(-c3ccccc3)c2=O)[nH]c1=O	14	5	15	7	2	16	13	13	11	2	5
COc1ccc(S(=O)(=O)N2CCC3(CC2)OCCN3S(=O)(=O)c2cccs2)cc1	7	-6	2	8	1	-11	12	1	11	8	-14
CN(CC(=O)N1CCc2ccccc21)S(=O)(=O)c1cccs1	-63	3	-4	-227	0	4	-198	-97	2	-72	2
O=C(CCC(=O)NC1CCCCC1)Nc1cccnc1	12	10	2	8	1	-5	6	-39	-10	-5	-4
O=C(NCCCN1CCCC1=O)c1cccc(C(F)(F)F)c1	2	-3	13	10	1	1	12	4	-2	2	-9
COCC(=O)Nc1c(C(=O)Nc2ccc3c(c2)OCO3)oc2ccccc12	-75	12	-4	-170	-1	11	-231	-19	-26	-58	12
Cc1ccc(CN2CCN(C(=O)c3ccco3)CC2)cc1	2	-5	14	-10	5	23	-3	-6	-2	-9	-5
COc1cccc(NC(=O)COC(=O)C2C3CC4OC(=O)C2C4C3)c1 (configuration not stated)	-11	12	7	-17	3	-13	-18	-3	-14	4	8
Cc1noc(C)c1NC(=O)N(C)C[C@H]1Oc2ccc(NC(=O)Cn3cnnn3)cc2C(=O)N([C@H](C)CO)C[C@@H]1C	0	-7	1	5	.	-11	8	-7	-32	-4	-6
COc1ccc(-c2nnc(NC(=O)C3CC3)o2)cc1	-28	-1	-1	-51	0	-21	-55	-12	11	-11	-5
O=C(CCN1C(=O)CC1c1ccco1)N1CCOCC1 (configuration not stated)	-7	-19	0	-3	.	2	-3	-25	8	.	-9
Cc1nc2nc[nH]n2c(=O)c1NS(=O)(=O)c1ccc(C(C)(C)C)cc1	2	9	9	12	3	-8	8	1	8	-2	-1

Two entries picked at random from those above:
SMILES	Shn3 inh set2	KKLEB tox	TWEAK-Fn14 inh	Peg3 promoter	NR2E3 ag-1	TROY NFkB inh	HIF-2a inh	NR2E3 ag-2	CF NFkB block	TRPM1 prom inh	C8 TRAIL sens
COc1ccc(S(=O)(=O)N2CCC3(CC2)OCCN3S(=O)(=O)c2cccs2)cc1	7	-6	2	8	1	-11	12	1	11	8	-14
Cc1ccc(CN2CCN(C(=O)c3ccco3)CC2)cc1	2	-5	14	-10	5	23	-3	-6	-2	-9	-5

(further entries)
SMILES	Shn3 inh set2	KKLEB tox	TWEAK-Fn14 inh	Peg3 promoter	NR2E3 ag-1	TROY NFkB inh	HIF-2a inh	NR2E3 ag-2	CF NFkB block	TRPM1 prom inh	C8 TRAIL sens
CSc1nc2ccc(S(=O)(=O)N3CCCC3)cc2s1	9	-2	-8	17	0	27	-1	-29	8	6	-8
Cc1ccc2c(c1)N(Cc1ccccn1)C(=O)C(C)O2 (configuration not stated)	-14	2	7	1	0	-13	8	15	2	-6	-10
CCC(C)n1cnc2c(c1=O)c1nc3ccccc3nc1n2Cc1ccccc1OC (configuration not stated)	19	-14	33	32	0	-2	26	-5	13	2	7
Cc1ccc(NC(=O)CSc2nnc3ccc(-c4ccncc4)nn23)cc1	8	-4	7	7	.	27	13	14	25	-13	-1
CC(C)n1cc(/C=N/Nc2ccc(C(=O)O)cc2)c2ccccc21	-21	-4	81*	-56	-2	62*	-12	-15	17	-3	-17
COc1ccc(C(=O)COC(=O)c2ccccn2)cc1OC	-5	-11	3	1	2	-16	5	-13	27	3	-12
COc1ccc(-c2nnn(-c3ccc(Cl)cc3Cl)c2N)cc1	4	-14	-8	-1	1	-16	-19	17	-2	3	-6
CC(Sc1nc(-c2ccccc2)cc(C(F)(F)F)n1)C(=O)Nc1sc2c(c1C(N)=O)CCC2 (configuration not stated)	0	10	0	5	0	0	17	-3	-4	-9	4
CCOC(=O)CSc1nnc(Cc2cc(=O)[nH]c(=O)[nH]2)n1-c1cccc(OC)c1	11	8	5	20	0	13	9	-4	10	1	9
CCn1c(SCC(=O)NCc2cccs2)nnc1-c1cccs1	-1	15	2	11	3	-3	-6	-6	-7	1	-9
CCOC(=O)CSc1nc(C(C)(C)C)cc(C(F)(F)F)c1C#N	12	8	6	-6	0	5	6	-14	-28	1	4
C/C(=N\N1CCN(c2ccccc2)CC1)c1ccncc1	-11	16	1	13	-2	3	19	5	-15	-1	-7
COc1cccc(NC(=O)CN(C)C(=O)CSc2ccc3c(c2)OCCO3)c1	-11	6	-9	3	3	-8	2	9	-7	-3	-10
COc1ccccc1C(=O)NCCN1CCC(n2c(=O)[nH]c3ccccc32)CC1	.	.	0	.	.	6	-7	-22	.	.	26
O=C(/C=C/c1ccc(Cl)cc1)N(c1ccccn1)C1CCCCC1	27	-7	-1	3	-3	-23	0	-1	2	5	27
Cc1nc2c(-c3ccc(F)cc3)c(C)nn2c(C)c1CCC(=O)NC(C)CCc1ccco1 (configuration not stated)	26	-13	26	22	-2	12	-1	-15	23	.	-15
CC(C)=CCN1CCNC(=O)C1CC(=O)NCc1nc(C)c(C)s1 (configuration not stated)	6	-7	-3	7	1	-11	10	-14	10	5	-4
CCCN1C(=O)c2cc(C(=O)NC3CCCCCC3)ccc2C1O (configuration not stated)	-84	-4	4	-177	1	6	-187	-68	3	-20	7
COc1ccc(Nc2c3ccccc3nc3ccccc23)cc1	68	-7	-65	78*	-4	-21	33	-9	-73	49	10
CC1(C(=O)Nc2ccc3c(c2)OCCO3)CCN1C(=O)c1ccccc1CCc1ccccc1 (configuration not stated)	-5	-2	69*	19	.	35	29	-2	-19	.	-1
Cc1c(C(=O)Nc2ccccc2)sc2ncn(CC(=O)N3CCCCC3)c(=O)c12	1	11	36	-19	0	-1	4	3	-15	13	15
CCOC(=O)c1c(NC(=S)Nc2ccc(C)cc2)sc2c1CCC2	-9	5	17	3	3	-2	-6	-9	-2	-10	18
COc1ccc(Br)cc1/C=C/C(=O)NCC(=O)O	-21	17	0	7	1	-8	10	-5	2	18	-7
O=C(/C=C/c1ccco1)NC(=S)Nc1ccc(C(=O)O)cc1	-28	-5	-26	2	20*	1	18	-38	12	-7	-10
CC1(C)Cc2c(sc3nc(-c4cccs4)n(N)c(=O)c23)CO1	-39	-14	5	-158	-2	5	-307	-11	24	-47	35
CN(C)c1ccc(NC(=O)CSc2nnc(-c3cccs3)n2Cc2ccco2)cc1	7	-2	-11	7	1	-7	-48	-19	1	4	23
O=C(Cc1ccccc1)NNC(=O)C1CCN(c2ncccn2)CC1	-8	12	7	2	2	11	12	-2	10	-1	-5
Cc1cccc(N(C)S(=O)(=O)c2ccc3c(c2)NC(=O)CC(=O)N3)c1	-13	14	8	6	2	20	14	-16	-30	5	-8
O=C(CSc1ncnc2c1nnn2Cc1ccccc1F)NCC1CCCO1 (configuration not stated)	-5	17	9	13	6	14	26	-37	7	11	3
CCCNS(=O)(=O)c1cc2c(cc1Br)CCN2C(=O)CC	7	0	-10	-1	.	-8	6	9	-13	0	-5
CCn1nc(C)c(C2C(C#N)=C(N)Oc3n[nH]c(C)c32)c1C (configuration not stated)	-9	6	15	13	-2	22	16	3	-32	2	1
Cc1ccc(CNC(=O)c2cccc(-n3cnnn3)c2)cc1	-1	2	-7	2	0	2	15	-1	1	0	14
CCOCc1c(C(=O)Nc2ccc3nc(N4CCOCC4)sc3c2)oc2ccccc12	49	5	35	40	3	20	-24	-16	-8	0	29
O=C(N/N=C/c1cccc(OC2CSC2)c1)c1ccccc1O	-15	-17	-10	-68	1	-7	-102	-25	-7	7	16
Cc1ccc(NC(=O)c2cccc(S(=O)(=O)N3CCCc4ccccc43)c2)nc1	14	-12	59*	3	-2	33	11	-23	-2	24	26
O=C(COC(=O)Cc1ccc(Br)cc1)NC1CCCC1	-32	6	-3	-21	.	5	1	12	-16	6	-23
CCOC(=O)/C(=N\NC(=O)c1ccccc1)c1ccccc1	-11	-1	-29	-8	0	-43	16	-53	4	11	-3
N#Cc1ccc(CSc2nc(N)cc(=O)[nH]2)cc1	-9	1	72*	20	2	18	14	-19	-36	1	2
CN(C)CC(C)(C)CNS(=O)(=O)c1ccc(Cl)c(Cl)c1	15&1	10&-8	1&35	9&10	1&2	52*!	15&-1	-27&-13	-5&21	1&-3	-4&-15
CC(C)C(=O)N1CCC1(C)C(=O)NS(=O)(=O)c1cccs1 (configuration not stated)	0	0	21	-3	.	1	-13	29	4	.	-1

Screens deposited in PubChem BioAssay by several laboratories.

Some of the compounds tested; count on the stated rates, not on these rows.
